Screens (PubChem BioAssay)
TRHR agonist – TRH receptor (human) agonism. activation, % at 2 µM. 0.18% of 360,000 active. TRHR cells, calcium flux fluo-8, FDSS agonist mode. P34981; in the data active = activation above about 30%; also: 0% is about no effect
Target sequence (P34981 whole entry, looked up): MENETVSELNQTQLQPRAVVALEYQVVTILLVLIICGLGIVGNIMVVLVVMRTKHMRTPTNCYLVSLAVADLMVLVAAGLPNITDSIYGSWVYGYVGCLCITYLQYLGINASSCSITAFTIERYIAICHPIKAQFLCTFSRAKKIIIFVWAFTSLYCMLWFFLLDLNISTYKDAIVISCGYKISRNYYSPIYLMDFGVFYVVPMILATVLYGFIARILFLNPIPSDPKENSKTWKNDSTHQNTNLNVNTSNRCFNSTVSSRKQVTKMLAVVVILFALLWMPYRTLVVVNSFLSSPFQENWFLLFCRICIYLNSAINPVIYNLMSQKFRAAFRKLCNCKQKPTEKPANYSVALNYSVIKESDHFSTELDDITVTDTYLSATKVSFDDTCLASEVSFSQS
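Fluo-8-loaded TRHR cells; 10 s baseline, compound added, kinetic Ca2+ fluorescence read 1/s, agonist mode.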
TrxR1 substrate – rat thioredoxin reductase 1 substrate activity. purified TrxR1 substrate turnover, NADPH consumption readout. Potency, µM (highest dose often 114 µM), inactives show top-dose activity change, negative = substrate turnover. AID 588456. 0.01% of 390,000 active. O89049; also: potency is read from the fitted curve at half-maximal effect; % is scaled to controls: 0 for no effect and ±100 for the full control effect; nearly all actives have a fitted effect of over 50% in size
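Rat TrxR1, dispensed at 90 nM, was prereduced with 400 uM NADPH (final) for 5 min at ~22 deg C, then incubated with compound 15 min before 400 uM selenite. A first-read NADPH fluorescence drop versus no-compound background flagged substrates.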
D2 agonist – activates the human D2 dopamine receptor | activation, % at 2 µM | AID 485358 | 0.53% of 340,000 active | HEK293 T-REx D2 cells, calcium flux agonist mode | P14416;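 active = activation over 3 SD above normal in the single-dose calcium agonist read, cut at about 30% in these data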; also: 0% is about no effect
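In this primary screen, compounds producing a positive calcium signal within 180 s of addition to tetracycline-induced, force-coupled HEK293 Trex D2 cells are flagged; cells are dye-loaded with a no-wash calcium kit beforehand.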
TRHR PAM – TRH receptor (human) allosteric enhancement | P34981 | TRHR cells, fluo-8 calcium fluorescence, EC20 TRH enhancement | enhancement, % at 2 µM | 0.66% of 360,000 active | AID 493056; in the data active = enhancement above about 30%; also: 0% is about no effect
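Enhancer read-out: after compound pinning and an initial kinetic agonist-mode read, an EC20 of TRH (10 nM final) was injected and fluo-8 calcium signal (Ex 480/Em 530) followed at 1 s/cycle for 100 cycles in TRHR-expressing cells.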
TrxR1 inh – blocks rat thioredoxin reductase 1; recombinant rTrxR1, NADPH fluorescence consumption, selenite substrate; AID 588453; 1% of 390,000 active; Potency, µM (series often up to 114 µM), inactives show at the top dose activity change, negative = inhibition, most hits filed as inhibitors; also: potency is read from the fitted curve at half-maximal effect; % is scaled to controls: 0 for no effect and ±100 for the full control effect; nearly all actives have a fitted effect of over 65% in size
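Rat TrxR1 (90 nM in the dispensed reagent) was pre-reduced with 400 uM NADPH for 5 min at room temperature, then incubated with compound for 15 min. After 400 uM selenite was added, NADPH fluorescence (Ex 340/Em 450 nm) was followed for 8 min.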
IDH1 R132H inh – human IDH1 R132H inhibition; O75874; AID 602179; IDH1-R132H enzyme, NADPH consumption, diaphorase/resazurin fluorescence; 0.093% of 390,000 active; Potency, µM (highest dose often 76.6 µM), for the others: at the highest dose activity change, negative = inhibition, usual class: inhibitors; also: potency is read from the fitted curve at half-maximal effect; % is scaled to controls: 0 for no effect and ±100 for the full control effect; nearly all actives have a fitted effect of over 65% in size
Target sequence (O75874 whole entry R132H, stated change not applied): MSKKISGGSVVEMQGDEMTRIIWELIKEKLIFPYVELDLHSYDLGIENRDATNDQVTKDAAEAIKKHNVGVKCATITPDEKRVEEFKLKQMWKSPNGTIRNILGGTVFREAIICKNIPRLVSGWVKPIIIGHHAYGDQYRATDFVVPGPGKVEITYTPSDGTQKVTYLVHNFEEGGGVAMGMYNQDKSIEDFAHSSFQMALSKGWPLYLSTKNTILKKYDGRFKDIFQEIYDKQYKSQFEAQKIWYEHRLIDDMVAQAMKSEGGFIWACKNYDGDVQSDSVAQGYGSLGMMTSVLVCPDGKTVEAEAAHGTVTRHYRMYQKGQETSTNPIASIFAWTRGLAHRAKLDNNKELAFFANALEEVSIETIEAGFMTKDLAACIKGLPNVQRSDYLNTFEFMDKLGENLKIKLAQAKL
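IDH1-R132H (0.5 ug/mL dispensed) in pH 7.5 Tris buffer was preincubated 30 min with compound, then given a substrate mix of 0.016 mM NADPH and 2 mM alpha-KG for 80 min at room temperature; remaining NADPH was read by diaphorase/resazurin fluorescence.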
USP1-UAF1 inh – blocks the human USP1/UAF1 deubiquitinase complex | O94782 | recombinant USP1/UAF1, Ub-Rhodamine cleavage fluorescence | Potency, µM (series often up to 57.1 µM), without a hit: at the top dose activity change, negative = inhibition, usual class: inhibitors | 0.23% of 390,000 active | AID 743255; also: potency is read from the fitted curve at half-maximal effect; % is scaled to controls: 0 for no effect and ±100 for the full control effect; nearly all actives have a fitted effect of over 60% in size; inactives centre near -12
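Step one: compound is pinned into 1nM USP1/UAF1 in HEPES pH 7.8 buffer with TCEP. Step two: 15 min room-temperature incubation. Step three: Ub-Rho (150nM final) starts cleavage, tracked by fluorescence over six one-minute reads.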
D2 antagonist – antagonizes the human D2 dopamine receptor; P14416; HEK293 TREx D2 cells, calcium flux, dopamine EC80; inhibition, % at 10 µM; 2% of 340,000 active; AID 485344; in the data active = inhibition above about 30%; also: 0% is about no effect
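Calcium flux kinetic readout in an inducible HEK293 TREx D2 line plated overnight at 30 C. After 180 s compound exposure, an EC80 dopamine challenge follows with another 180 s kinetic read to detect antagonism.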
Pin1 inh – human Pin1 inhibition; AID 504891; Potency, µM (doses to about 115 µM), for the others: at the top dose activity, negative = inhibition, actives largely listed as inhibitors; Q13526; 0.009% of 390,000 active; Pin1 FP peptide displacement, HiFluor488, 10 min; active = well fitted inhibition curve with a large enough effect in the polarisation, with a control signal flat, not every such curve was filed as active; inconclusive = small, poorly fitted or top-dose-only effect, or effect the other way, or a change in a side signal; inactive = no such curve, though single readings can be large or run the other way; the % refers to the polarisation; also: potency is read from the fitted curve at half-maximal effect; % is scaled to controls: 0 for no effect and ±100 for the full control effect
Target sequence (Q13526 whole entry, looked up): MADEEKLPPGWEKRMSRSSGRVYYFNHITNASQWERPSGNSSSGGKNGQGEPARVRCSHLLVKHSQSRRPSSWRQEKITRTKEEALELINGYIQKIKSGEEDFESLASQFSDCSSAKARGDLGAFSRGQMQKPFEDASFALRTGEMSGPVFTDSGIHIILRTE
Numbers without * were called inactive; ? = inconclusive; . = no result given; [ ] = remark or other dose. Unless noted, calls follow the shape of the dose curve; as a rule, active = well fitted inhibition curve with a large enough effect; inconclusive = small, poorly fitted or top-dose-only effect; inactive = no such curve, though single readings can be large or run the other way. Some of the compounds tested. The share of hits here may be higher or lower than overall.

No.	smiles	TRHR agonist	TrxR1 substrate	D2 agonist	TRHR PAM	TrxR1 inh	IDH1 R132H inh	USP1-UAF1 inh	D2 antagonist	Pin1 inh
1	O=C(NCCS(=O)(=O)N1CCCCCC1)c1ccc(F)cc1	0.3	-4.4%[57.1 µM]	0.8	30.5*	-5.4%[57.1 µM]	4.4%	-7.7%	8.4	-4.4%
2	COc1ccc(/C=C/C(=O)N[C@H](C(=O)O)C(C)C)cc1	-1.1	-13.0%	3.2	3.4	5.0%[57.1 µM]	1.3%	-7.7%	-6.9	-7.1%
3	CCOC(=O)c1sc(NC(=O)CSc2ccccn2)c(C#N)c1C	-0.6	-0.1%	.	-0.2	7.9%	-2.6%	-21.9%	.	-4.3%
4	Cc1csc2c(N3CCN(C(=O)Nc4ccccc4)CC3)ncnc12	0.4	10.9%[57.1 µM]	0.4	3.6	5.2%[57.1 µM]	5.6%	4.3%	-2.0	2.5%
5	CCCn1c(C)cc(C(=O)COC(=O)c2ccc[nH]c2=O)c1C	-0.4	6.2%[57.1 µM]	0.6	-2.7	10.9%[57.1 µM]	1.6%	2.1%	-8.0	-4.6%
6	COc1ccc(-n2ncc3c(NCc4ccco4)ncnc32)cc1	0.4	15.2%	-0.8	-6.3	?	15.3%	-10.6%	-4.0	-3.6%
7	COc1cccc(C(=O)NC(C)c2cccc3ccccc23)c1OC (stereo unspecified)	-0.1	-0.7%	0.2	14.5	10.1%	10.2%	-1.4%	-17.6	-0.3%
8	Cc1c(/C=N/NC(=O)c2sc3ccccc3c2Cl)cnn1C	0.6	-0.7%	0.1	-2.4	9.2%[57.1 µM]	6.4%	-5.5%	-0.2	-4.8%
9	Cc1ccc(C(=O)N/C(=C/c2cccs2)C(=O)N2CCCCCC2)cc1	-0.2	-4.1%[57.1 µM]	-0.1	6.4	13.0%	0.0%	0.8%	-14.0	-4.6%
10	CCC(Sc1nncn2c1cc1occc12)C(=O)Nc1ccc(C)c(Cl)c1 (stereo unspecified)	0.7	-3.5%	.	-5.0	5.6%	-0.7%	0.8%	.	44.5%[activator]
11	N#CC1(C#N)CC(C=O)=C(N)C1(C#N)CC(=O)C12CC3CC(CC(C3)C1)C2 (stereo unspecified)	1.0	-11.7%	0.1	7.5	?	1.8%	-18.4%	-7.7	?
12	CCC(Oc1ccccc1)C(=O)N1CCN(c2ccccn2)CC1 (stereo unspecified)	0.1	12.7%	-2.2	0.1	-2.1%	0.4%	-3.1%	0.6	-13.5%
13	Cn1c(SCc2nn[nH]n2)nc2c1c(=O)n(Cc1ccccc1Cl)c(=O)n2C	-0.2	10.5%	.	15.2	16.1%	4.4%	-15.5%	.	-2.7%
14	C[C@@H]1COC(=O)CCC/C=C\C[C@@H](CC(=O)N(CCO)Cc2ccccc2)C(=O)N1	.	1.5%	.	.	-4.3%	-2.6%	-25.9%	.	2.0%
15	Cc1ccc(-c2cc(N)n(-c3ccccc3)n2)cc1	-0.5	-3.3%	0.0	1.8	-1.4%	1.4%	-20.7%	-1.7	-2.1%
16	CN(CC(=O)Nc1ccc(N2CCOCC2)cc1)CC(=O)Nc1ccccc1[N+](=O)[O-]	0.4	-4.0%	0.3	-6.4	0.3%	-0.1%	-2.6%	4.6	-2.3%
17	O=C(/C=C/c1ccccc1)Nn1cnc2ccccc2c1=O	-0.3	5.0%[57.1 µM]	-0.6	9.7	5.5%[57.1 µM]	5.2%	-10.7%	-17.1	14.5%
18	C/C(=N\NC(=O)C1(C)NC(C)(C)Cc2ccccc21)c1ccccc1 (stereo unspecified)	-0.8	-4.2%[57.1 µM]	-0.6	3.6	-3.3%[57.1 µM]	-18.0%	-3.3%	9.4	0.7%
19	Cc1cccc(NC(=S)N(CCCN2CCOCC2)C(C)c2cc3ccccc3o2)c1 (stereo unspecified)	-0.1	-9.9%	-0.2	-1.6	-4.5%	0.2%	-14.6%	35.4*	-5.1%
20	O=C(Nc1cccc(C(F)(F)F)c1)Nc1nnc(N2CCCCCC2)s1	0.2	-1.2%	1.3	-1.9	15.1%	8.8%	-10.3%	.	2.3%
21	C/C(=N\NC(=O)c1cc(C2CC2)nc2ccccc12)c1ccc(O)cc1O	1.1	-5.4%	-1.1	10.0	16.8%	-6.3%	-16.9%	-36.8	-4.2%
22	CC(C)OCCCNC(=O)Nc1cccc2ccccc12	0.4	20.1%	0.2	-2.4	10.7%	3.3%	-3.7%	4.3	-4.6%
23	Cc1ccc(C)c(/C(O)=C2\C(=O)C(=O)N(Cc3cccnc3)C2c2cccnc2)c1 (stereo unspecified)	-0.8	-9.8%	0.5	-6.1	-30.3%	5.9%	-19.9%	-3.3	-6.7%
24	O=C(CSCc1ccccc1)N/N=C/c1ccccc1OCc1ccccc1	-0.3	-7.8%	-0.2	7.1	17.3%	5.0%	-16.5%	2.6	-0.6%
25	COc1ccc(OC)c(CNC(=O)c2ccc(N3Cc4ccccc4Oc4ncccc43)s2)c1	1.4	24.2%[57.1 µM]	-0.8	-7.9	48.2%[activator][57.1 µM]	0.0%	0.3%	.	71.4%[activator]
26	N#Cc1c(NC(=O)COC(=O)c2nccnc2N)sc2c1CCCC2	-0.2	21.6%	-0.4	0.8	-6.7%	9.2%	-26.7%	2.7	?
27	CCOC(=O)/C(C#N)=C/Nc1ccccc1OC	0.4	-2.3%	-0.1	-2.6	-1.9%	2.5%	-10.8%	-10.3	-0.7%
28	CCCN1CCN(c2ncc3c(n2)CCN(Cc2ccc(OC)c(OC)c2OC)C3)CC1	-0.3	6.3%[57.1 µM]	-1.0	-0.5	11.0%[57.1 µM]	7.5%	-15.7%	.	-8.3%
29	COC(=O)CSc1ncnc2c1cnn2Cc1ccccc1	-0.5	12.4%[57.1 µM]	-0.4	-1.6	-9.6%[57.1 µM]	3.8%	-18.2%	6.3	-5.9%
30	CC(C)c1ccc(OCC(=O)N(Cc2ccco2)C2CCS(=O)(=O)C2)cc1 (stereo unspecified)	0.3	5.2%[57.1 µM]	1.1	0.5	-0.7%[57.1 µM]	-2.8%	-10.2%	24.9	-3.0%

Later entries:
No.	smiles	TRHR agonist	TrxR1 substrate	D2 agonist	TRHR PAM	TrxR1 inh	IDH1 R132H inh	USP1-UAF1 inh	D2 antagonist	Pin1 inh
31	COc1ccc(CCN2C(=O)c3[nH]nc(-c4ccccc4O)c3C2c2ccccc2)cc1OC (stereo unspecified)	-0.3	7.3%[57.1 µM]	0.8	1.5	11.0%[57.1 µM]	-8.2%	2.1%	1.9	5.7%
32	NC(CCC(=O)NC(CS)C(=O)NCC(=O)O)C(=O)O (stereo unspecified)	.	5.9%	.	.	24.1%	-15.5%	-20.6%	.	-8.5%
33	CSc1sc(C(=O)NCC2CC2)c2c1S(=O)(=O)N(C)c1ccccc1-2	-0.2	-2.0%	-2.0	-5.2	-1.0%	0.0%	-21.2%	17.4	-12.7%
34	CCOC(=O)N1CCN(c2c(N3CCc4ccccc43)c(=O)c2=O)CC1	-0.7	-12.4%	0.7	-4.0	-0.9%	15.2%	0.5%	6.1	7.6%
35	CCOc1ccc(CC(=O)Nc2c(C(N)=O)oc3ccccc23)cc1OCC	-0.4	2.7%	3.8	0.4	9.9%	-3.0%	-18.5%	10.9	0.5%
36	CCN(CC)CCCCCOc1ccccc1OC	-0.5	5.3%[57.1 µM]	0.1	-3.0	10.1%	0.4%	1.3%	-7.1	-1.0%
37	COc1ccc(CNC(=O)c2cc3cccc(OC)c3oc2=O)cc1	-1.5	7.3%	1.4	5.3	-0.3%	11.5%	-18.7%	.	3.8%
38	Cn1c(=NC(=O)c2ccccc2[N+](=O)[O-])sc2cccc(F)c21	-0.1	-0.5%	-0.2	-1.8	14.8%	8.4%	-6.4%	-0.6	-1.4%
39	COCCn1c(C)cc(/C=C2/SC(=O)N(C(C)C(=O)OC)C2=O)c1C (stereo unspecified)	0.0	-4.8%	0.2	1.9	6.1%	5.2%	-14.3%	4.9	6.8%
40	COC(=O)c1oc2ccc(Cl)cc2c1-n1cccc1	1.0	7.6%[57.1 µM]	4.3	4.2	10.0%[57.1 µM]	2.5%	-18.8%	-16.3	0.5%
41	COCCn1c(SCCN2CCCCC2)nc2ccccc2c1=O	0.0	2.2%	0.9	1.1	11.9%	-2.2%	-14.2%	8.2	-9.9%
42	O=C1NC(=Nc2ccccc2)S/C1=C\c1ccccc1	0.1	-2.5%[11.4 µM]	-1.2	-7.0	0.2%	1.6%	-15.7%	-3.0	19.5%
43	CCCNC(=O)COC(=O)/C=C/c1cccc(F)c1	0.5	1.3%[57.1 µM]	1.4	6.0	6.0%[57.1 µM]	6.6%	-18.7%	21.2	-0.9%
44	Cc1ccc2cc(C#N)c(SCC(=O)Nc3ccc4sc(C)nc4c3)nc2c1	0.1	.	1.0	6.2	.	.	.	2.0	.
45	CCN1CCN(C(c2cccc(Cl)c2)c2c(O)cc(C)n(CCOC)c2=O)CC1 (stereo unspecified)	0.0	7.1%[57.1 µM]	0.2	-5.7	?	-2.8%	?	.	-9.7%

Arranged by value in TRHR agonist (smallest number first): 3 of the compounds above
| nr | Molecule | TRHR agonist | TrxR1 substrate | TRHR PAM | TrxR1 inh | IDH1 R132H inh | USP1-UAF1 inh | D2 antagonist | Pin1 inh |
| --- | --- | --- | --- | --- | --- | --- | --- | --- | --- |
| 28 | CCCN1CCN(c2ncc3c(n2)CCN(Cc2ccc(OC)c(OC)c2OC)C3)CC1 | -0.3 | 6.3%[57.1 µM] | -0.5 | 11.0%[57.1 µM] | 7.5% | -15.7% | . | -8.3% |
| 19 | Cc1cccc(NC(=S)N(CCCN2CCOCC2)C(C)c2cc3ccccc3o2)c1 (stereo unspecified) | -0.1 | -9.9% | -1.6 | -4.5% | 0.2% | -14.6% | 35.4* | -5.1% |
| 10 | CCC(Sc1nncn2c1cc1occc12)C(=O)Nc1ccc(C)c(Cl)c1 (stereo unspecified) | 0.7 | -3.5% | -5.0 | 5.6% | -0.7% | 0.8% | . | 44.5%[activator] |
